Screening results deposited in PubChem by several laboratories.
M17LAP inhibition = P. falciparum M17LAP inhibitors, primary screen, biochemical, fluorogenic H-Leu-NHMec substrate, 1536-well (AID 1619) | recombinant M17LAP, H-Leu-NHMec fluorogenic kinetic assay; higher % means a stronger effect | inhibition, % at 30 µM, or IC50 in µM where a hit was titrated | 220,000 compounds, 0.38% hits;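 active = compound inhibiting the enzyme by more than half at any dose during confirmatory dose-response retesting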;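 also: plate controls were full reaction with DMSO carrier for no effect and no enzyme background for full effect; strong numbers were not always called active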
WT yeast gro inh = growth inhibition of WT strain, primary screen, mitochondrial fusion inhibitor project, WT and mutant strains, chemical genetic | mitochondrial fusion phenotypic screen | inhibition, % at 10 µM | 190,000 compounds, 2.1% hits; in the data active = inhibition above about 58%; tested in S. cerevisiae
b-catenin transl = modulators of beta-catenin nuclear translocation, primary screen, imaging, HeLa cells, immunofluorescence, high-content; nuclear translocation activity, % at 5 µM; 190,000 compounds, 0.3% hits;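 active = nuclear translocation activity above 50% at 5 µM, with a well cell count of 50 or more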;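 also: per-cell ratio of nuclear to cytoplasmic median beta-catenin stain intensity; plate controls were DMSO negative control for no effect and GSK-3 inhibitor IX positive control for full effect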
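Test system: human HeLa cells, native beta-catenin. Compound dosing: 5 µM primary single dose, 0.1% DMSO, 0.02–20 µM confirmation series. Incubation: compound exposure 24 h at 37°C. Detection: beta-catenin immunostaining with DAPI counterstain, 20x imaging, 6 fields/well. Read-out basis: Nuclear/cytoplasmic beta-catenin signal ratio, % activation.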
MT stabilizer = microtubule stabilizers in HeLa cells, primary screen, imaging, high-content imaging. HeLa tubulin immunostaining HCS, 24 h; share of cells brighter than vehicle mean+2SD. % tubulin-high responders, % at 10 µM. 200,000 compounds, 0.83% hits. AID 2205, 2009;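 active = plate Z-score above 3 for both tubulin-high and condensed-nucleus cell shares, with cell loss under 80%, at 10 µM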;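 also: anti alpha tubulin signal scored within the nucleus-defined area of each cell; some results filed as inactive read as strong as hits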
Yfh1-off respiration = enhancers of respiration in Yfh1-depleted yeast, dose response, Friedreich's ataxia, plus single-dose screen (AID 1465). S. cerevisiae Yfh1-off respiration, WST-1 reduction, 72 h; higher fold induction means a stronger effect. fold induction at 50 µM; hits with a dose series show EC50 in µM. 220,000 compounds, 0.074% hits;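 active = fold induction of absorbance versus untreated yeast above a set limit, then at least 30% activation at any dose in follow-up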;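 also: activators that raise dye reduction in frataxin-depleted yeast; strong numbers were not always called active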
T cell HTS = modulators of CD8 T cell-vesicle binding, primary screen, mouse 2C CD8+ T cells, flow cytometry; 2C CD8+ T cell-vesicle binding; hits give low values; calls only at 7 µM; 330,000 compounds, 0.068% hits; AID 2052, 2009;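 active = response, share of CD8 T cells binding vesicles, and their 90th percentile fluorescence all below set limits, cut at about 80% in these data, passing the limit was not always enough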
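material = purified 2C TCR transgenic mouse naive CD8+ T cells | controls = Unloaded micro-vesicles (low), QL9 vesicles with 0.7% DMSO (high) | detection = cytometric PE anti-B7-1 and Alexa647 anti-CD8 signals after 1% paraformaldehyde fixation | incubation = binding step 1.5 h, 37 °C, antibody labelling 20 min, ice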
M1AAP inhibition = P. falciparum M1AAP inhibitors, biochemical, fluorogenic H-Leu-NHMec substrate, 1536-well (AID 1445); Aminopeptidase N (Plasmodium falciparum (isolate 3D7)); recombinant M1AAP, H-Leu-NHMec fluorogenic kinetic assay; higher % means a stronger effect; inhibition, % at 30 µM, or IC50 in µM where a hit was titrated; 220,000 compounds, 0.42% hits;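 active = primary inhibition above the hit cutoff, then over 50% inhibition at one or more dose response concentrations, cut at about 23% in these data, passing the limit was not always enough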;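 also: plate controls were DMSO full reaction for no effect and no enzyme background for full effect; strong numbers were not always called active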
Dynein cargo inh = inhibitors of GR-EGFP nuclear translocation, primary screen, dynein cargo transport inhibitor project, imaging, high-content, 3617.4 mouse cells; test concentration mostly 20 µM; stimulated with dexamethasone, 1 µM; hits give low values; z-score, hits read low; 220,000 compounds, 0.47% hits; AID 1381, 2008;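 active = plate z-score of nuclear minus cytoplasmic receptor signal below a set negative limit, without overly bright fluorescence or cell loss, cut at about -3.5 in these data, passing the limit was not always enough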;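 also: z-score of nuclear minus cytoplasmic ring GR-EGFP intensity difference per well; some compounds called inactive have numbers as strong as hits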
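Also added – dexamethasone, 1.0 µM final · Buffer or medium – tet-free, stripped-serum medium · Schedule – induction 48 h, compound 1 h, agonist 30 min · Detection – formaldehyde fixation, Hoechst nuclear stain, 10x automated fluorescence imaging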
Autophagy HCS = autophagy modulators in MEF cells, primary screen, imaging, high-content, MEF GFP-LC3 | calls only at 10 µM (by protocol) | 190,000 compounds, 0.98% hits | MEF GFP-LC3 puncta imaging; test concentration mostly 10 µM;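 active = percentage of spot-positive cells more than 3 SD above its plate mean, without a fluorescence outlier flag or 80% toxicity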;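 also: spot-positive cell cutoff set from DMSO-treated cells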
WT yeast gro inh mutant strain = also measured in WT yeast gro inh; calls as there; inhibition, %; mitochondrial fusion phenotypic screen, mutant strain inhibition
Dynein cargo inh cytoplasmic EGFP = also measured in Dynein cargo inh; calls as there; z-score; measured here: cytoplasmic GR-EGFP intensity; hits give high values
Dynein cargo inh nuclear GR-EGFP = further read-out of Dynein cargo inh, marked with its call; z-score; measured here: nuclear GR-EGFP intensity;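 lower value marks the stronger effect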
Dynein cargo inh cell count = recorded beside Dynein cargo inh, whose call it bears; z-score; measured here: cell count per field
b-catenin transl cell count 5 µM = further read-out of b-catenin transl, marked with its call; cell count; measured here: cell count, cytotoxicity flag
T cell HTS vesicle-bound % = further read-out of T cell HTS, marked with its call; double positive events, %; measured here: CD8+ vesicle-bound cell fraction;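 binding gate set so that unloaded-vesicle control wells show 10% double positive cells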
MT stabilizer Hoechst-high % = also measured in MT stabilizer; calls as there; % Hoechst-high responders; measured here: nuclear condensation Hoechst responders;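 share of cells brighter than vehicle mean plus two SD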
MT stabilizer cytotoxicity % = further read-out of MT stabilizer, marked with its call; toxicity, %; measured here: cytotoxicity by cell density;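 0% = mean cell density of plate MIN control wells and 100% = no cells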
Autophagy HCS cell loss 18 h = further read-out of Autophagy HCS, marked with its call; toxicity, %; measured here: cell loss, nuclei count;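 cell loss after 18 h compound exposure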
Active calls of the source: *; i = inactive; . = not tested or not shown. Rows were taken by chance (roughly 4.4% active in at least one column).

SMILES	M17LAP inhibition	WT yeast gro inh	WT yeast gro inh mutant strain	b-catenin transl	b-catenin transl cell count 5 µM	MT stabilizer	MT stabilizer Hoechst-high %	MT stabilizer cytotoxicity %	Yfh1-off respiration	T cell HTS	T cell HTS vesicle-bound %	M1AAP inhibition	Dynein cargo inh	Dynein cargo inh cytoplasmic EGFP	Dynein cargo inh nuclear GR-EGFP	Dynein cargo inh cell count	Autophagy HCS	Autophagy HCS cell loss 18 h
CCOC(=O)C1=C(C)N=c2s/c(=C/c3ccco3)c(=O)n2C1c1cccc(OC)c1 (stereo unspecified)	-13%	-30	-8	-3.6	895	3.0	1.4	6.3	i	i	18	16%	-0.84	0.27	-0.099	0.89	i	-4
Cc1nc2ccccc2cc1C(=O)N/N=C/c1ccco1	30%	-10	-16	3.3	950	3.8	5.2	8.3	i	i	43	12%	1.1	0.26	0.12	-1.3	i	-5
COc1cccc(CN2C(=O)C3CCCN3c3ccc(S(=O)(=O)N4CCOCC4)cc32)c1 (stereo unspecified)	-7%	-12	1	5.2	1415	1.3	1.9	9.1	i	i	16	4%	0.13	-0.18	-0.15	0.6	i	-3
COc1ccc(/C=C/C(=O)c2cc(Cl)ccc2O)c(OC)c1	0%	.	.	0.2	1426	.	.	.	i	i	37	0%	-2.7	0.082	-1.1	0.28	.	.
O=C(CCN1C(=O)COc2ccccc21)NCc1cccnc1	6%	-5	-8	-0.5	1262	2.5	2.0	5.6	i	i	9	-1%	-0.42	-0.15	0.36	2.3	i	1
Cc1cccc(NC(=S)N(CCCN2CCCC2)Cc2cccn2Cc2ccc(Cl)cc2)c1	-4%	78*	32*	-0.5	1126	2.5	1.6	5.2	i	i	5	-4%	1.1	-0.31	0.68	0.35	i	24
Cc1ccc2cc(CCNC(=O)C(=O)c3c(C)[nH]c4ccccc34)c(=O)[nH]c2c1	0%	-5	9	-1.4	1084	2.0	2.1	5.7	i	i	61	2%	0.36	-0.21	0.66	-0.14	i	23
CCOC(=O)C1=C(C)n2c(s/c(=C/c3cccc([N+](=O)[O-])c3)c2=O)=NC1c1ccc(O)c(OC)c1 (stereo unspecified)	3%	70*	21*	0.6	1175	1.9	1.1	14	i	i	29	-4%	-1.8	0.19	-1	0.23	i	-5
COc1ccnc(Oc2ccccc2)c1-c1ncn[nH]1	-4%	4	2	-1.1	1199	5.4	0.6	1.8	i	i	58	5%	-0.62	-0.012	-0.2	0.0026	i	7
CCC(c1nnc(SCC(=O)Nc2cccc(S(N)(=O)=O)c2)n1Cc1ccccc1)N(C)C (stereo unspecified)	.	.	.	0.2	1472	.	.	.	i	i	21	.	-1	-0.79	-0.79	0.33	.	.
CCOC(=O)c1cccc(NC(=O)C(NS(=O)(=O)c2ccc3c(c2)CCN3C(C)=O)C(C)C)c1 (stereo unspecified)	8%	-7	1	0.7	1179	5.4	1.8	3.6	i	i	43	2%	-0.065	-0.24	0.13	0.72	i	-5
CC12CCC(C(=O)Nc3cccc4ccccc34)(C1Br)C2(C)C (stereo unspecified)	11%	41	54	.	.	2.4	2.1	4.9	i	i	35	6%	-0.65	-0.21	-0.82	0.2	i	-30
Cc1ccc(SCC(=O)Nc2ccccc2C(=O)N2CCOCC2)cc1	-6%	-9	-2	-0.5	1004	3.3	2.6	7.4	i	i	31	7%	-0.059	-0.21	-0.13	0.24	i	-4
COc1ccc(-c2csc(C3=C(O)CN(Cc4ccc(S(N)(=O)=O)cc4)C3=N)n2)cc1OC	-2%	4	15	1.3	1316	3.1	1.8	2.0	i	i	13	3%	-1.6	-0.3	-0.68	0.13	i	-27
C[C@@H]1CN(Cc2nc(Cc3ccccc3F)no2)C[C@H](C)O1	-4%	-11	4	-0.1	1550	0.9	1.5	5.0	i	i	53	-9%	0.42	0.047	0.53	0.42	i	24
Cc1cccc2cc(CN(Cc3cccnc3)C(=S)NCCCN(C)C)c(=O)[nH]c12	0%	6	-4	0.5	1514	1.5	2.7	4.3	i	i	42	7%	-1	-0.16	-0.69	-0.14	i	-12
O=C(c1ccc(Oc2cc(Cl)cc(Cl)c2)o1)N1CCCCC1	-6%	.	.	-1.3	1061	.	.	.	i	i	25	3%	0.2	-0.26	-0.0074	0.1	.	.
CC(O)CNCCNCc1c(OCc2ccccc2)ccc2ccccc12 (stereo unspecified)	12%	0	-6	-1.4	1331	1.9	1.4	9.6	i	i	9	-1%	-0.91	-0.098	-0.37	0.76	i	0
O=c1[nH]c2cc(Cl)cc(Cl)c2[nH]c1=O	36%	.	.	-3.0	875	4.1	2.2	0.8	i	i	18	-4%	-0.33	-0.17	-0.16	0.67	i	-10
O=C(NCC1CC1)C1CCCN(S(=O)(=O)c2ccc(-n3cnnn3)cc2)C1 (stereo unspecified)	9%	9	-32	.	.	1.6	1.6	2.7	i	i	55	0%	-0.61	-0.17	-0.17	0.5	i	6
COc1ccc(C2NN=C(c3ccc(C)cc3)S2)cc1OC (stereo unspecified)	-2%	6	-7	-0.2	1096	5.3	2.5	11	i	i	44	0%	0.96	-0.2	0.35	-1.2	i	-5
Cc1ncc(C[n+]2csc(C)c2C)c(N)n1	-4%	-9	13	0.0	1061	3.7	2.9	5.0	i	i	20	2%	0.98	-0.34	0.25	-0.86	i	4
N#Cc1ccc(-c2csc(NNC(=O)c3ccc(Br)cc3)n2)cc1	-10%	0	2	.	.	4.5	1.3	3.8	i	i	54	-1%	1.6	-0.21	0.56	-1.5	i	-11
O=C(NCCc1ccccc1)C1CC(c2ccccc2O)=NO1 (stereo unspecified)	1%	-2	39	0.3	1200	2.1	1.7	4.4	i	i	20	1%	0.38	-0.25	-0.0058	1	i	-1
Cc1ccc(-c2nn(C(C)(C)C)c3ncnc(N)c23)cc1	6%	-4	-18	.	.	11	3.7	28	i	i	20	1%	2	-0.019	1.2	0.39	i	-13
CN1CCC(OC(=O)c2ccccc2Cl)CC1	-19%	-10	-14	2.7	1027	1.7	1.9	6.0	i	i	23	0%	-0.14	-0.23	0.38	0.21	i	1
COc1ccc(CCNC(=S)NC(=O)/C=C/c2ccc(C)cc2)cc1OC	.	.	.	.	.	1.2	2.0	6.9	i	i	27	.	0.11	-0.21	0.25	0.034	i	3
CC(C)c1ccc(NC(=S)N2CCCC(c3ccc(F)cc3)=N2)cc1	5%	.	.	0.0	1101	.	.	.	i	i	16	3%	0.44	-0.25	0.081	-0.068	.	.
CCCOc1ccc(-c2csc(NC(=O)CN3C(=O)CCC3=O)n2)cc1	1%	7	2	-2.3	1155	2.1	3.1	6.2	i	i	41	6%	1.2	0.11	1	-1.5	i	-2
CCOc1cccc(CNCCSc2nnnn2C)c1	29%	8	13	-0.2	1009	1.5	1.5	3.5	i	i	49	-2%	0.38	-0.067	0.25	0.85	i	7
COc1ccc2cnn(-c3ccc(OC(F)(F)F)cc3)c(=O)c2c1OC	-3%	.	.	-2.4	1172	.	.	.	i	i	14	-2%	0.25	-0.25	0.03	-0.1	.	.
COC(=O)CCC(=O)NNC(=O)c1ccc([N+](=O)[O-])cc1	-3%	-8	3	.	.	1.7	2.0	7.3	i	i	38	4%	-0.45	-0.33	-0.19	0.95	i	3

Structural class: the entries above with a furan ring, fused or not (three)
SMILES	M17LAP inhibition	WT yeast gro inh	WT yeast gro inh mutant strain	b-catenin transl	b-catenin transl cell count 5 µM	MT stabilizer	MT stabilizer Hoechst-high %	MT stabilizer cytotoxicity %	Yfh1-off respiration	T cell HTS	T cell HTS vesicle-bound %	M1AAP inhibition	Dynein cargo inh	Dynein cargo inh cytoplasmic EGFP	Dynein cargo inh nuclear GR-EGFP	Dynein cargo inh cell count	Autophagy HCS	Autophagy HCS cell loss 18 h
CCOC(=O)C1=C(C)N=c2s/c(=C/c3ccco3)c(=O)n2C1c1cccc(OC)c1 (stereo unspecified)	-13%	-30	-8	-3.6	895	3.0	1.4	6.3	i	i	18	16%	-0.84	0.27	-0.099	0.89	i	-4
Cc1nc2ccccc2cc1C(=O)N/N=C/c1ccco1	30%	-10	-16	3.3	950	3.8	5.2	8.3	i	i	43	12%	1.1	0.26	0.12	-1.3	i	-5
O=C(c1ccc(Oc2cc(Cl)cc(Cl)c2)o1)N1CCCCC1	-6%	.	.	-1.3	1061	.	.	.	i	i	25	3%	0.2	-0.26	-0.0074	0.1	.	.
